# BRCA1 expr up: increases BRCA1 expression; MCF7-BRCA1-FFLuc reporter, luminescence, 48 h; response scale: scaled: vehicle 0%, 10 µM genistein 100%; Potency, µM (doses to about 46.1 µM), inactives show top-dose activation, most hits filed as activators; 380,000 tested, 1.1% active; active means well fitted activation curve with a large enough effect; inconclusive means small, poorly fitted or top-dose-only effect; inactive means no such curve, though single readings can be large or run the other way; further: nearly all actives have a fitted effect of over 80% in size; some results filed as inactive show a strong effect at the top dose
#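 Activators of BRCA1 expression were detected as increased firefly luciferase luminescence in engineered MCF7 cells after 48 h compound incubation. Signals were scaled to genistein 10 microM as full activation.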
# Active calls of the source: *; ? = inconclusive. Potency means the concentration at half of the fitted maximal effect.
canonical_smiles | BRCA1 expr up
O=C(Nc1cc(S(=O)(=O)N2CCOCC2)ccc1N1CCOCC1)c1cccc(Cl)c1 | -11%
COc1ccccc1-c1cnc(C(O)c2ccc(CN3CCCCC3)cc2)[nH]1 (stereo not drawn) | 1%
Nc1nc2c(ncn2[C@@H]2O[C@H](CNCc3ccc(OCCCN4CCOCC4)cc3)[C@@H](O)[C@H]2O)c(=O)[nH]1 | 0%
Cn1c(=NC(=O)CS(=O)(=O)c2ccccc2)sc2cc(F)ccc21 | 5µM*
OC(c1ccccc1)c1ncc(-c2ccc(Oc3ccccc3)cc2)[nH]1 (stereo not drawn) | 17%
CC[C@@H](C)[C@@H](CO)NC(=O)[C@H]1O[C@@H](n2cnc3c(N)ncnc32)[C@H](O)[C@@H]1O | 7%
O=C(Nc1cccc(C(F)(F)F)c1)c1cccc2c(-c3cccnc3)coc12 | 1%
CCN(CC)C(=O)c1cccc(-c2csc(C(C)(O)c3cccc(OC)c3)n2)c1 (stereo not drawn) | -50%
CN(C)c1ccc(-c2ccnc3c2CC(C)(C(=O)NCc2ccc(F)c(F)c2)O3)cc1 (stereo not drawn) | -53%
CC1(c2nc3ccccc3[nH]2)c2ccccc2C(=O)N1Cc1ccccn1 (stereo not drawn) | 16%
CCNC(=O)C1(C)CCN(C(=O)c2ccccc2C(F)(F)F)C1 (stereo not drawn) | 12%
Cc1ccccc1OCC(=O)NCC(=O)OCC(=O)c1ccc2c(c1)CCCC2 | 18%

# Next section
canonical_smiles | BRCA1 expr up
COc1cc(CNc2ncnc3c2ncn3[C@H]2CN(Cc3ccc(F)cc3)C[C@@H](CO)O2)cc(OC)c1OC | -10%
Cc1cc(Cl)nc2nc(Cl)ccc12 | 0%
Cc1cc(NS(=O)(=O)c2ccc(NC(=O)c3ccc([N+](=O)[O-])cc3)cc2)nc(C)n1 | 7%
CC1(C(=O)Nc2cccc3c2CCCC3)CCN1C(=O)C1(c2ccc(Cl)cc2)CC1 (stereo not drawn) | -35%
C=CCn1c(SCC(=O)Nc2ccc(Br)cc2)nc(O)cc1=O | -2%
COc1cc2nc3n(c(=O)c2cc1OC)-c1ncccc1C(=O)NC3Cc1ccccc1 (stereo not drawn) | 5%
C[C@@H]1CCCCO[C@H](CN(C)Cc2ccccc2)[C@@H](C)CN([C@H](C)CO)C(=O)c2cc(NS(=O)(=O)c3ccc(Cl)cc3)ccc2O1 | -45%
COc1cc(NC(=O)c2cc(-c3cc(F)ccc3OC(C)C)n[nH]2)cc(OC)c1OC | -61%
Cc1cccc(-c2ccc3[nH]c4c(c3c2)CCN2C[C@H]3[C@H](C)ON(C)[C@H]3C[C@@H]42)c1 | -25%
COCOCCn1cc(CN2CCS(=O)(=O)N(Cc3ccc(-c4ccc(Cl)nc4)cc3)C(C)C2=O)nn1 (stereo not drawn) | 2%
OC(c1ccc2c(c1)OCO2)c1ncc(-c2cccc(C(F)(F)F)c2)[nH]1 (stereo not drawn) | -11%
Fc1ccc(-c2nc3ccc(Br)cn3c2Cc2cccc(F)c2)cc1 | 59%

# (continued)
canonical_smiles | BRCA1 expr up
O=C(C[n+]1ccncc1)c1ccc2ccccc2c1 | -3%
CCOc1ccccc1NC(=O)COC(=O)C1COc2ccccc2O1 (stereo not drawn) | -13%
CC1(C)CC(=O)C=C(c2cccc(OC(=O)c3ccc(Br)cc3)c2)C1=O | 6%
O=C(NCc1ccc(C(F)(F)F)cc1)c1ccc(-c2cccnc2)c2ccoc12 | ?
O=C1Nc2cc(C(=O)N3CCOCC3)ccc2S/C1=C/c1ccccc1F | 2%
Cc1cccc(CNC(=O)c2sc(=O)n(Cc3c(C)cccc3C)c2C)c1 | 2%
Cc1ccc(-c2nc3c(C)cc(Br)cn3c2Cc2ccsc2)cc1 | 0%
CCCCCCn1c(=O)n2n(c1=O)C[C@]1(OC(=O)NC3CC3)CN(S(=O)(=O)c3ccc(C)cc3)C[C@]1(O)C2 | -24%
COC(=O)c1c(NC(=O)C2COc3ccccc3O2)sc2c1CCN(C(=O)OC)C2 (stereo not drawn) | -28%
COc1cc(C(O)c2nc(-c3ccncc3)cs2)ccc1F (stereo not drawn) | 3%
CCCCCCn1c(=O)n2n(c1=O)[C@@H]1CN(S(=O)(=O)c3ccc(C)cc3)C[C@]1(O)[C@@H](OC(=O)Nc1cccs1)C2 | -80%
CC(=O)N1CCCc2cc(S(=O)(=O)N(C)CC(=O)Nc3ccccc3)ccc21 | 16%

# The results go on:
canonical_smiles | BRCA1 expr up
CCc1nc2c(OCc3ccccc3C(=O)OC)cccn2c1N(C)C(=O)c1cccs1 | -12%
CCCCn1nnnc1C(C1CC1)N1CCN(C/C=C/c2ccccc2)CC1 (stereo not drawn) | -13%
O=C(CC[C@H]1O[C@@H](n2cnc3c(NC(=O)c4ccccc4)ncnc32)[C@H](O)[C@@H]1O)NCCCN1CCCC1=O | 1%
COCCNc1nc(Nc2ccc(C(=O)OC)cc2)c2sccc2n1 | -16%
CC(C)N(C)c1ncnc2c1ncn2[C@H]1CN(Cc2ccc3c(c2)OCO3)C[C@@H](CO)O1 | 5%
O=C(NCc1cccnc1)C(=O)NCC1OCCCN1S(=O)(=O)c1cc(F)ccc1F (stereo not drawn) | 1%
CCCCC[C@H](C)N1C[C@H](COCc2ccccc2)Oc2cc(N3CCC[C@@H]3CO)ccc2S1(=O)=O | -25%
COc1cccc(C2=NN(C(=O)C3CC3)C(O)(C(F)(F)F)C2)c1 (stereo not drawn) | -6%
O=C(Nc1ccc(F)c(Cl)c1)c1cc(C2CCCCN2C(=O)C2CC2)on1 (stereo not drawn) | 0%
CC(=O)Nc1cccc(-c2cc(NC(C)=O)c3ncc(-c4cccc(C(C)=O)c4)n3c2)c1 | -7%
CC(=O)Nc1cccc(-c2cnc(NC(C)=O)cn2)c1 | 17%
C[C@@H]1CN([C@H](C)CO)C(=O)c2cc(-c3ccccc3)cnc2O[C@@H]1CN(C)C(=O)C1CCOCC1 | 3%

# Next entries:
canonical_smiles | BRCA1 expr up
C[C@H]1CN([C@@H](C)CO)S(=O)(=O)c2ccc(C#Cc3ccccn3)cc2O[C@@H]1CN(C)C(=O)C1CC1 | -5%
CC(O)(c1ccccc1)c1nc(/C=C/c2ccccc2)cs1 (stereo not drawn) | 5%
Cn1c(=O)c2cc(NC(=O)NCc3ccc(F)cc3)ccc2n1C | 11%
COc1ccc(NC(=O)C2(C)CCN2C(=O)Cc2ccc(Cl)cc2Cl)cc1OC (stereo not drawn) | -3%
CCc1ccc(CN(C)Cc2c(C(=O)N3CCOCC3)nc3c(C)cccn23)nc1 | 14%
O=C(NC(c1ccc(Cl)cc1)c1cnccn1)C1CCN(CCOc2ccc(F)cc2)CC1 (stereo not drawn) | 7%
CCc1nc2ccc(C(=O)NCCOc3ccc(OC)cc3)cn2c1N(CCC(C)C)CCN(C)C | -51%
CCOC(=O)C1(C)CCCN(C(=O)c2cccc(C#N)c2)C1 (stereo not drawn) | 12%
Cc1c(CCO)sc[n+]1CC(=O)c1ccc2ccccc2c1 | 16%
Cc1ccc(S(=O)(=O)NC[C@H]2O[C@@H](n3cnc4c(N)ncnc43)[C@H](O)[C@@H]2O)cc1 | 11%
CN(C)CCCNC(=O)c1cccc(-c2ccc3nccn3c2)c1 | 3%
COc1ccc(-c2cc3nc(C)cc(N4CCN(C(=O)c5cccnc5)CC4)n3n2)cc1 | -5%

# Next compounds:
canonical_smiles | BRCA1 expr up
CCCCN1C(=O)C(CC(=O)NCCCN(C)C)CC(C(=O)N2CCCCCC2)=C1C (stereo not drawn) | 10%
CCCNC(=O)C1(C)CCN(C(=O)c2cc(F)ccc2C)C1 (stereo not drawn) | 29%
CN(C)C(=O)c1cccc(-c2cnc3c(NC=O)cc(-c4cc(F)c(F)c(F)c4)cn23)c1 | -39%
CCc1nc2ccc(C(=O)N(CC)CCN(C)C)cn2c1N(C=O)CCC(C)C | 19%
CC1(C)CC(=O)C2=C(C1)NC(Nc1nc3ccccc3o1)=NC2c1ccccc1 (stereo not drawn) | 4%
Cc1c(C(=O)NNC(=O)c2ccccc2O)oc2ccccc12 | -21%
CCCCN1CC(COCc2ccccc2)Oc2cccc(OCc3ccc(OC)cc3)c2S1(=O)=O (stereo not drawn) | -3%
O=C(Nc1cc(Cl)cc(Cl)c1)c1cnn2c1NC(=C1CC1)C=C2C(F)F | -14%
N[C@@H](Cc1ccc(O)cc1)C(=O)NO | 0%
COc1ccc(NC(=O)c2cc(C3CCCCN3C(=O)CCCc3ccccc3)on2)c(C)c1 (stereo not drawn) | -17%
CC1CCCCC1NC(=O)CSc1ncnc2sccc12 (stereo not drawn) | -3%
COc1ccc(-c2noc(CCC(=O)Nc3cccc(C(=O)NC4CC4)c3)n2)cc1OC | 6%

# (next part)
canonical_smiles | BRCA1 expr up
Cc1ccc(CNc2nc(NC(C)C)nc3ccsc23)c(C)c1 | -27%
O=C(NCCOc1ccccc1)C1CCN(C(=O)Nc2ccccc2)CC1 | 1%
COc1ccc([C@H]2C[C@@H](O)[C@H](n3cc(COC(=O)c4ccccc4)nn3)CN2CC2CCCCC2)cc1 | -58%
COc1ccc(Cc2c(C3CCCCC3)nc3ccc(Br)cn23)c(C)c1 | -11%
Cc1ccc(NC(=O)[C@@H]2O[C@H](CO)[C@@H](O)[C@H]2O)cc1C(F)(F)F | 0%
S=c1[nH]ncn1/N=C/c1ccco1 | -2%
Nc1nnc2cc(F)ccc2n1 | 6%
CCCc1c(-c2ccccc2F)ncn1Cc1ccccc1OC | -37%
C[C@@H]1Cn2cnc(C(=O)Nc3ccccc3)c2C(=O)N1 | 0%
Cn1nc(C(C)(C)C)cc1NC(=O)C1(C)CCN1C(=O)CCc1ccccc1 (stereo not drawn) | 10%
O=S1(=O)C[C@@H](N2CCN(c3ccccn3)CC2)[C@H](COCc2ccccc2)N1 | 1%
CCN(CC)C(=O)C1=C(C)N(CCC2=CCCCC2)C(=O)C(CC(=O)NCc2ccco2)C1 (stereo not drawn) | -18%

# (listing goes on)
canonical_smiles | BRCA1 expr up
COC(=O)[C@]12CCCCC=C1N(CCC1=CCCCC1)C(=O)[C@H](CC(=O)NCc1cccc3ccccc13)C2 | 0%
C[C@@H]1COc2cccc(N(C)CCO)c2S(=O)(=O)N1 | 8%
CCCC(=O)N1CCC1(C)C(=O)NS(=O)(=O)c1cc(C)ccc1F (stereo not drawn) | 7%
CN(C)c1ccc(NC(=O)Nc2nnc([C@H]3C[C@H](O)[C@@H](CO)O3)s2)cc1 | -6%
CCc1ccc2c(c1)NC(=O)C2(C)Cc1ccccc1C#N (stereo not drawn) | -23%
CCCNC(=O)c1cc(C2CCCCN2C(=O)c2cc(C(C)(C)C)nn2C)on1 (stereo not drawn) | -9%
COc1ccc(Cl)cc1-c1cc(C(=O)Nc2ccccc2)[nH]n1 | 13%
CC(C)c1ccc(CN2CCC(n3nccc3NC(=O)C3CCCC3)CC2)cc1 | -18%
C[C@H](CO)N1C[C@H](C)[C@H](CN(C)C(=O)Nc2ccc(C(F)(F)F)cc2)OCc2cnnn2CCCC1=O | 0%
C=CCN1CCN(c2ccncc2S(=O)(=O)N2CCN(C)CC2)CC1 | 12%
CCOC(=O)C1=C(Nc2ccccc2)CSC1 | 8%
Cc1c(C(=O)NCCC#N)sc(=O)n1Cc1ccc(F)cc1 | 5%

# (further entries)
canonical_smiles | BRCA1 expr up
O=C(C[n+]1ccc(Cl)c2ccc(Cl)cc21)c1ccc(F)cc1 | 5%
COC(=O)CCC(=O)N1CCC(Oc2cccc(C(=O)NCc3ccccn3)c2)CC1 | 2%
COc1cc(C=NNC(=O)C(=O)Nc2cccc(Cl)c2)cc(OC)c1O | 68%
C[C@H]1CN([C@@H](C)CO)C(=O)CCCn2nncc2CO[C@@H]1CN(C)S(=O)(=O)c1cccc(F)c1 | 0%
CCc1nc2c(OCC(=O)c3ccc(F)cc3)cccn2c1N(C)C(=O)C(C)C | 20%
COC(=O)c1cccc2c1C(=O)c1cc([N+](=O)[O-])ccc1-2 | 3%
CCOC(=O)[C@]12CCC=C1N(Cc1ccccc1)C(=O)[C@H](CC(=O)NCc1ccc(C)o1)C2 | -10%
CC(C)C[C@@H](CN1CCCC1CN1C(=S)NC[C@@H]1Cc1ccccc1)N1C[C@H](Cc2ccccc2)N(CC2CCCCCC2)C1=S (stereo partly drawn) | 3%
Cn1cc(-c2coc3c(C(=O)Nc4ccccc4)cccc23)cn1 | -2%
C[C@@H]1CN([C@H](C)CO)C(=O)c2cc(Br)cnc2O[C@@H]1CN(C)C(=O)c1ccccc1 | 5%
COc1cc(CN2C[C@@H](CO)O[C@@H](n3cnc4c(N(C)C)ncnc43)C2)cc(OC)c1OC | 4%
CCCCCc1ccc2cc(C#N)ccc2n1 | 13%
CC(C)CNc1ncnc2c1ncn2[C@H]1CN(Cc2ccc(C(=O)O)cc2)C[C@@H](CO)O1 | 11%
CCCCCC(=O)N1C[C@@H](O)[C@H](n2cc(C3CC3)nn2)C[C@@H]1c1ccc(OC)cc1 | -20%

# Source: PubChem BioAssay

# Some of the compounds tested; count on the stated rates, not on these rows.
